# PDI turbidity = blocks human protein disulfide isomerase activity | P07237 | PDI insulin aggregation turbidity, A650, 90 min | inhibition, % at 10 µM | hit rate 0.052% among 350,000 | AID 588391;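 active = mean inhibition across replicates of 30% or more, whatever share of single replicates reach that level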;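 note: absorbance from insulin aggregation driven by PDI reduction with DTT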
# ABCB6 inh MLPCN = blocks the human ABCB6 transporter; K562-ABCB6 porphyrin accumulation, flow cytometry, 1 h; stronger effect = lower value; AID 602162; hit rate 0.19% among 360,000; fluorescence ratio to DMSO, % at 10 µM;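 active = fluorescence ratio to DMSO below 75%, the collection mean minus 3 SD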;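 note: signal is porphyrin accumulated inside mitochondria; 100% equals median channel fluorescence of DMSO control wells; lower ratio means ABCB6 inhibition with less porphyrin fluorescence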
# m5-HT2A agonist = mouse HTR2A agonism via beta-arrestin recruitment; CHO-K1 mHTR2A beta-arrestin complementation, luminescence; percent of 30 µM serotonin response; activation, % at 7.6 µM; hit rate 0.66% among 360,000; AID 624169;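 active = activation above a run cutoff, the mean activation of all tested compounds plus 3 SD, cut at about 14% in these data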;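 note: 0% = plate median of compound wells and 100% = 30 µM serotonin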
# CaV13 ICDI inh = Disruptors of the CACNA1D IQ motif to Ca2+-dependent inactivation inhibitor domain association, primary screening, Förster resonance energy transfer in intact living …; hit rate 0.098% among 340,000; inhibition, % at 12.3 µM; AID 743397; HEK cells, CFP/YFP FRET ICDI-IQ, plate reader, 10 min; percent FRET-ratio fall versus neutral wells;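 active = mean replicate inhibition of at least 30% and at least 1% of replicates passing that level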;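 note: 0% = median of the neutral control wells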
# Glyco luc inh = N-linked glycosylation inhibition. D54 ERlucT glycosylation luciferase reporter, 24 h; percent of 100 nM tunicamycin response. reporter increase, % at 12.5 µM. hit rate 0.23% among 360,000;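 active = mean luciferase reporter signal, scaled so untreated is 0 and the glycosylation-blocking control 100, at or above a set limit in every replicate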;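 note: luciferase carries N-glycosylation sites so blocking glycosylation raises the light; 0% = median of neutral control wells and 100% = median of 100 nM tunicamycin wells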
# MC4R ag barr = human MC4R agonism via beta-arrestin; P32245; U2OS MC4R beta-arrestin complementation, luminescence; percent of melanotan II response, DMSO zero; activation, % at 8.9 µM; hit rate 0.98% among 360,000;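 active = activation above a per-plate cutoff, the mean activation of sample wells on that plate plus 3 SD, cut at about 8% in these data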
# MC4R antag cAMP = human MC4R antagonism in cAMP assay | P32245 | MC4R-expressing cells, MTII-stimulated cAMP, LANCE TR-FRET | inhibition, % at 6.5 µM | hit rate 0.48% among 360,000;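 active = inhibition above its plate's cutoff, the mean of tested wells on that plate plus 3 SD, cut at about 29% in these data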;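 note: 0% = Melanotan II alone and 100% = Melanotan II plus saturating MCL0020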
#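 material = U2OS cells stably expressing human melanocortin 4 receptor (MC4R) | also added = Melanotan II challenge | dosing = single nominal compound dose of 6.5 µM | detection = TR-FRET with Eu-cAMP and labeled anti-cAMP, 671 nm | replication = singlicate | timing = compound 30 min, challenge 1 h, detection 1 h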
# Cardio protect = modulators protecting cardiomyocytes from myocardial damage; H9c2 cardiomyocytes, H2O2 injury protection, ATPLite, 2 h; protection from H2O2 cell death, % at 20 µM; hit rate 0.63% among 360,000; AID 588492;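 active = compounds giving at least 50% protection of heart cells from peroxide-induced death in the single-dose screen, raw or plate-pattern-corrected value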;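 note: 0% = DMSO wells with peroxide and 100% = DMSO wells without peroxide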
# Vif inh = blocks HIV Vif function. hit rate 0.35% among 340,000. HEK293T cells, Vif self-association by quenched fluorescence, imaging, 24 h. inhibition, % at 7.49 µM. AID 602346; in the data active = inhibition above about 50%, passing the limit was not always enough; note: some results filed as inactive read as strong as hits
# aDG glyco up = increases alpha dystroglycan glycosylation | Pro5-aDG cells, alpha-DG glycosylation AlphaScreen (IIH6); 0% Pro5, 100% B10-LARGE cell signal | activation, % at 10 µM | hit rate 0.22% among 360,000;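 active = activation of at least 8% versus controls, or a plate z-score of at least 8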;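 note: Pro5 are CHO cells carrying HIG-tagged alpha-DG that lacks glycosylation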
# * = called active by the depositor; x = no result given.
SMILES,PDI turbidity,ABCB6 inh MLPCN,m5-HT2A agonist,CaV13 ICDI inh,Glyco luc inh,MC4R ag barr,MC4R antag cAMP,Cardio protect,Vif inh,aDG glyco up
C[C@@H]1CN([C@H](C)CO)C(=O)CCCn2cc(nn2)CO[C@H]1CN(C)S(=O)(=O)c1ccccc1C#N,-2,99,-1,-3,2,0.0,5,-6,x,-0.2
C=CCNc1nc(N)c(C(=O)Nc2cc(C)on2)s1,6,81,0,x,1,-0.9,-2,-5,-3,0.0
N#Cc1nc(Nc2cc(F)cc(F)c2)c2ncn(CC(F)F)c2n1,1,96,0,-11,-2,2.3,15,-4,-2,-0.1
COc1ccc2c(CC(=O)NNC(=O)c3ccc(C)cc3)coc2c1,3,98,6,-6,3,-1.6,15,-1,-5,0.1
CC(C)c1ccc(NC(=S)Nc2ccc(OC(F)(F)F)cc2)cc1,0,99,-2,-4,-2,1.8,6,-27,-2,0.4
CC(=O)c1c(C)nc(-c2ccc(OCC(=O)Nc3ccc(F)cc3)cc2)n1O,-1,92,3,5,1,-0.7,7,8,-14,0.0
CCn1c(C(C)NS(=O)(=O)c2ccc(Cl)cc2)n[nH]c1=S (centres undefined),1,100,8,x,-1,-3.4,7,0,3,0.8
O=C(Nc1ccccc1C(=O)NCC1CCCO1)c1ccc(Cl)cc1 (centres undefined),0,95,1,-3,x,-3.3,3,3,x,-0.1
COC(=O)c1ccccc1NC(=S)NC(=O)c1ccccc1,-1,94,3,-5,10,2.4,-5,18,16,-0.1
COc1cc(C2NC(=O)CCC2[N+](=O)[O-])c(OC)cc1Br (centres undefined),3,97,7,-20,-1,-2.4,1,-6,x,0.1
CCc1cc2c3c(c1)/C(=C1/SC(N)=NC1=O)C(=O)N3C(C)(C)C=C2C,-8,93,3,-4,1,-2.0,-3,12,2,2.1
Cc1cc(-c2ccc(C)c(S(=O)(=O)Nc3cccc(CN4CCCC4)c3)c2)on1,9,97,7,-4,1,-0.5,-7,4,9,-0.3
N#C/C(=C(/O)COC(=O)c1ccc(C#N)cc1)c1nc2ccccc2s1,9,155,-1,-4,2,0.1,1,-12,-36,0.2
CC(C)(C)C(=O)NC(=S)N1CCOCC1,-3,95,5,-3,1,0.8,16,4,x,-0.2
NS(=O)(=O)c1ccc(NC(=O)Nc2ccc(Cl)cc2)cc1,10,101,-6,-2,-3,-2.7,-1,-8,-5,0.5
CCOc1ccc(/C=N/NC(=O)c2ccccc2NC(=O)c2ccc(OC)cc2)cc1,-3,105,0,-6,-3,2.3,-2,-18,-7,0.2
O=C(O/N=C(/c1ccccc1)c1ccncc1)c1ccc(F)cc1,-3,109,-1,-4,-1,-0.9,4,-1,-6,0.1
O=C(NNC(=O)c1cc(Cl)nc2ccccc12)c1ccccc1F,9,88,-5,-6,1,-3.5,0,2,5,-0.1
Cc1cc(=O)[nH]c2nnc(SCC(=O)N3CC(C)OC(C)C3)n12 (centres undefined),6,101,-3,-7,1,-4.1,7,4,-10,0.0
O=C(Cc1ccccc1)Nc1ccc(C(=O)NCc2ccccc2)cc1,-3,92,-4,1,-3,0.2,5,0,-1,0.0
COC(=O)c1c(NC(=O)COC(=O)CNC(=O)c2cccc(OC(F)F)c2)sc(C)c1C,3,103,1,-6,3,1.9,15,3,-9,0.4
N#Cc1csc(CCNC(=O)c2ccccc2)n1,-4,94,-2,-4,2,-0.8,3,3,16,-0.2
Cc1ccc([N+](=O)[O-])cc1S(=O)(=O)N1CCCCC1C(=O)O (centres undefined),3,99,0,-6,0,4.0,-1,-1,-9,-0.5
O=C(O)CSCC(=O)Nc1ccc(C(=O)O)cc1,-5,93,-2,-4,0,-1.9,0,0,2,0.3
OCc1nc2ccccc2n1/N=C/c1cccs1,2,104,3,-6,0,-0.1,4,-1,-6,-0.1

# Another view of some results above.
# Value order – PDI turbidity, ABCB6 inh MLPCN, m5-HT2A agonist, CaV13 ICDI inh, Glyco luc inh, MC4R ag barr, MC4R antag cAMP, Cardio protect, Vif inh, aDG glyco up
> Cc1cc(-c2ccc(C)c(S(=O)(=O)Nc3cccc(CN4CCCC4)c3)c2)on1
 : 9, 97, 7, -4, 1, -0.5, -7, 4, 9, -0.3
> N#C/C(=C(/O)COC(=O)c1ccc(C#N)cc1)c1nc2ccccc2s1
 : 9, 155, -1, -4, 2, 0.1, 1, -12, -36, 0.2
> CC(C)(C)C(=O)NC(=S)N1CCOCC1
 : -3, 95, 5, -3, 1, 0.8, 16, 4, x, -0.2
> NS(=O)(=O)c1ccc(NC(=O)Nc2ccc(Cl)cc2)cc1
 : 10, 101, -6, -2, -3, -2.7, -1, -8, -5, 0.5
> CCOc1ccc(/C=N/NC(=O)c2ccccc2NC(=O)c2ccc(OC)cc2)cc1
 : -3, 105, 0, -6, -3, 2.3, -2, -18, -7, 0.2
> O=C(O/N=C(/c1ccccc1)c1ccncc1)c1ccc(F)cc1
 : -3, 109, -1, -4, -1, -0.9, 4, -1, -6, 0.1
> O=C(NNC(=O)c1cc(Cl)nc2ccccc12)c1ccccc1F
 : 9, 88, -5, -6, 1, -3.5, 0, 2, 5, -0.1
> Cc1cc(=O)[nH]c2nnc(SCC(=O)N3CC(C)OC(C)C3)n12 (centres undefined)
 : 6, 101, -3, -7, 1, -4.1, 7, 4, -10, 0.0
> O=C(Cc1ccccc1)Nc1ccc(C(=O)NCc2ccccc2)cc1
 : -3, 92, -4, 1, -3, 0.2, 5, 0, -1, 0.0
> COC(=O)c1c(NC(=O)COC(=O)CNC(=O)c2cccc(OC(F)F)c2)sc(C)c1C
 : 3, 103, 1, -6, 3, 1.9, 15, 3, -9, 0.4
> N#Cc1csc(CCNC(=O)c2ccccc2)n1
 : -4, 94, -2, -4, 2, -0.8, 3, 3, 16, -0.2
> Cc1ccc([N+](=O)[O-])cc1S(=O)(=O)N1CCCCC1C(=O)O (centres undefined)
 : 3, 99, 0, -6, 0, 4.0, -1, -1, -9, -0.5
> O=C(O)CSCC(=O)Nc1ccc(C(=O)O)cc1
 : -5, 93, -2, -4, 0, -1.9, 0, 0, 2, 0.3
> OCc1nc2ccccc2n1/N=C/c1cccs1
 : 2, 104, 3, -6, 0, -0.1, 4, -1, -6, -0.1
